Compound activity deposited in PubChem by several laboratories.
p-CIP stab down – compounds decreasing mouse p/CIP protein stability; Q05BA5; F442A p/CIP-EGFP cells, EGFP fluorescence, 16 h; decrease of EGFP signal, % at 10 µM; 290,000 tested, 0.01% active;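 active means EGFP signal decrease of at least 30% at 10 µM or well 3 SD below plate mean, unless failing retest; inactive means the rest, including hits failing retest or dose response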; further: some compounds called inactive have numbers as strong as hits; many of its hits are not listed in these tables
IDE act – boosts human insulin-degrading enzyme activity in HEK cells; FAbeta-B cleavage, fluorescence polarization; 0% vehicle, 100% cell-free pure enzyme wells; AID 493087; activation, % at 5.96 µM; 340,000 tested, 0.073% active;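 active means activation above the mean of all tested compounds plus 3 SD, set per screening campaign, cut at about 17% in these data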
UBC9 SUMO inh – inhibitors of human SUMOylation (UBC9); P63279; HTRF SUMOylation assay, SAE1/SAE2 + UBC9, in vitro; inhibition, % at 35 µM; 290,000 tested, 0.36% active; in the data active means inhibition above about 50%, passing the limit was not always enough; further: strong numbers were not always called active
Target sequence (P63279 whole entry, looked up): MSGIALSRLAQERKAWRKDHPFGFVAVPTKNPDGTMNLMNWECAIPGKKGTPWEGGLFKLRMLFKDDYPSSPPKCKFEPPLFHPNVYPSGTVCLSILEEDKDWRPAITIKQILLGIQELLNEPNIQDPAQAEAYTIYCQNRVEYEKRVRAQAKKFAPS
VIM-2 inhibitor – inhibitors of Pseudomonas aeruginosa VIM-2 metallo-beta-lactamase; purified VIM-2, nitrocefin hydrolysis, epi-absorbance fluorescence; inhibition, % at 5.6 µM; 290,000 tested, 0.89% active;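 active means inhibition above the mean of all tested compounds plus 3 SD, cutoff set per screening run, cut at about 7.5% in these data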;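 further: red hydrolysis product quenches plate fluorescence so inhibitors raise well fluorescence; 0% = enzyme with DMSO and 100% = DMSO without enzyme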
GalR3 antag – human GalR3 antagonism; 360,000 tested, 0.44% active; inhibition, % at 3 µM; O60755; HEK293 GalR3-CNG cAMP membrane potential fluorescence; galR3 body fused to GalR1 C-terminus;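 active means inhibition above the screen-wide average plus 3 SD, cut at about 13% in these data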;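 further: forskolin and galanin both at EC90 stimulate the cells; cAMP rise reported by CNG channel membrane potential dye signal; 0% = forskolin plus galanin with DMSO and 100% = forskolin alone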
Target sequence (O60755 1-299 limits assumed): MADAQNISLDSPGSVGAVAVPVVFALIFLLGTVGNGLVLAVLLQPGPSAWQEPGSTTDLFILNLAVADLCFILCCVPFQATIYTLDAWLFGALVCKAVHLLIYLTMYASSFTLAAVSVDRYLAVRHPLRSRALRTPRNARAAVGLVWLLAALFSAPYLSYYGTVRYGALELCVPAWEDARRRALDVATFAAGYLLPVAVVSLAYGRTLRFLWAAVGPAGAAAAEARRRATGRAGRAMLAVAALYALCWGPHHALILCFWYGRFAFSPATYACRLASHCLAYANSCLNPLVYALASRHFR
IMP-1 inhibitor – inhibitors of Pseudomonas aeruginosa IMP-1 metallo-beta-lactamase; 290,000 tested, 0.45% active; inhibition, % at 5.6 µM; purified IMP-1, nitrocefin hydrolysis, epi-absorbance fluorescence;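 active means inhibition above the mean plus 3 SD of all compounds in the same screening run, cut at about 4.5% in these data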;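 further: 0% = IMP-1 with DMSO and 100% = DMSO wells lacking enzyme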
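System: purified IMP-1 / Input: IMP-1 dispensed at 0.2 nM / Medium: 50 mM HEPES pH 7.1, 50 µM ZnSO4, 0.05% Brij 35 / Timing: 15 min enzyme–compound preincubation, then 25 min nitrocefin reaction, 25 °C / Technique: plate fluorescence quenching by hydrolysis product, ex 480/em 530 nm / Repeats: singlicate testing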
IDE inh – cellular human IDE inhibition; AID 434962; 320,000 tested, 0.41% active; inhibition, % at 5.59 µM; P14735; HEK cells, FAbetaB cleavage, fluorescence polarization;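 active means percent inhibition above the average of all tested compounds plus 3 SD, set per screening campaign, cut at about 16% in these data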;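 further: IDE supplied by intact live HEK cells; FP after avidin binding of uncleaved biotin substrate so inhibition keeps polarization high; 0% = DMSO wells and 100% = 60 µM reference IDE inhibitor Ii1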
CRFBP-R2 block – blocks CRF-induced signaling of the CRF-BP/CRF-R2 complex; 350,000 tested, 0.59% active; HEK293 CRF-R2/CRF-BP, CRF-induced calcium fluorescence; AID 588475; inhibition, % at 11.8 µM;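 active means inhibition of the ligand-induced calcium signal above about 50% at the single tested concentration, limit read from the data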
NS3 helicase inh – blocks Hepatitis C virus NS3 helicase unwinding. NS3 helicase DNA unwinding, Cy5 molecular beacon fluorescence. inhibition, % at 10.9 µM. 290,000 tested, 0.56% active. AID 1800;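 active means inhibition above the mean of all tested compounds plus 3 SD, set per campaign, cut at about 35% in these data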;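 further: 0% = DMSO wells and 100% = thioflavine S control wells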
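Compound dosing – single dose, 10.9 µM nominal final, DMSO 0.8% final · System – NS3 helicase fragment of HCV · Buffer or medium – MOPS pH 6.5, MgCl2, DTT, Tween20, BSA · Signal – Cy5 beacon fluorescence read at start and 1 h · Also added – annealed dual-labelled DNA beacon duplex, ATP-started · Schedule – 1 h at 25 °C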
* marks the source's active call; other numbers are inactive results; · = not tested or not shown; & = joins results of further samples.

molecule	p-CIP stab down	IDE act	UBC9 SUMO inh	VIM-2 inhibitor	GalR3 antag	IMP-1 inhibitor	IDE inh	CRFBP-R2 block	NS3 helicase inh
C/C(=N\NC(=O)C(=O)Nc1ccc(C)cc1)c1ccncc1	-2	2	0	-0.3	3	-2.0	0	4	4
O=C(Nc1cccc(S(=O)(=O)N2CCCC2)c1)c1ccncc1	-7	0	0	-2.5	-4	-2.9	3	2	-2
CC(C)NC(=S)NN(c1ccccc1)c1ccccc1	1	7	10	-3.1	1	-1.9	4	22	1
CCOc1c(Nc2cccc(Cl)c2)c(=O)c1=O	5	-8	-10	-2.0	3	-3.7	7	6	9
Cc1cc(=O)oc2cc(OC(C)C(=O)NCC3CCC(C(=O)O)CC3)c(Cl)cc12 (centres undefined)	-2	2	8	-1.2	-7	-3.7	-4	4	-10
O=C(Nc1cc(C(F)(F)F)ccc1-n1cncn1)c1ccc(Br)cc1	-17	-1	18	-3.3	-3	-2.6	-6	-37	-3
COCCCNC(=S)NC1CC2CCC(C1)N2Cc1ccccc1 (centres undefined)	-10	13	19	-5.7	-3	-4.0	1	-18	2
COc1ccccc1NS(=O)(=O)c1cc(C(=O)NCc2cccnc2)ccc1C	·	4	·	·	-8	·	2	-1	·
COc1cccc(NC(=O)COc2ncnc3sc(C)c(C)c23)c1	1	1	17	-2.6	-1	-5.2	-1	-8	-3
C(#CCN1CCCC1)CC(c1ccccc1)c1ccccc1	-13	1	16	-1.9	-9	-1.0	1	-53	-13

Brought forward from above: two entries, followed by the next part.
molecule	p-CIP stab down	IDE act	UBC9 SUMO inh	VIM-2 inhibitor	GalR3 antag	IMP-1 inhibitor	IDE inh	CRFBP-R2 block	NS3 helicase inh
COc1cccc(NC(=O)COc2ncnc3sc(C)c(C)c23)c1	1	1	17	-2.6	-1	-5.2	-1	-8	-3
C(#CCN1CCCC1)CC(c1ccccc1)c1ccccc1	-13	1	16	-1.9	-9	-1.0	1	-53	-13
Cc1noc(C)c1COc1cccc(C(=O)NCCc2c[nH]c3ccccc23)c1	10	1	6	0.4	-6	-3.1	-4	-10	-13
Cc1ccc(NC(=O)Cn2cnc3c(OCc4ccccc4)ncnc32)cc1C	·	3	·	·	-4	·	-4	3	·
O=c1c(Cc2c(F)cccc2Cl)c(O)ccn1CCCN1CCOCC1	-7	-2	10	-0.4	-5	2.0	-1	-9	8
O=C(NC1CCCCC1)c1cc([N+](=O)[O-])[nH]n1	-6	-3	15	-3.6	-2	-2.9	3	27	11
COc1ccc(C)cc1S(=O)(=O)NCCC1=CCCCC1	-6	-3	14	-2.4	-7	-4.1	7	28	-2
O=C(CSc1nnc(NC2CC2)s1)NN1C(=O)NC2(CCCCC2)C1=O	·	2	·	·	-4	·	2	5	·
O=C(CCc1nnc(Cc2cccc(C(F)(F)F)c2)o1)NCCc1ccccc1F	-6	6	8	-1.5	-12	-0.7	-1	9	-6
CCc1ccc(NC(=O)N[C@H](C(=O)O)C(C)CC)cc1 (some centres undefined)	-5	5	-7	-2.6	0	-4.0	-6	-18	-1
Cc1ccccc1N(CC(=O)NCCc1ccccc1)C(=O)c1csnn1	1	1	7	-2.6	2	-2.4	-6	1	-4
O=C(NN1C(=O)C2C3C=CC(C4CC34)C2C1=O)c1ccccc1Cl (centres undefined)	8	3	-6	-0.8	3	0.6	-1	-1	-1
COc1cccc(C(=O)Nc2ccc(NC(=O)C3CC3)nc2)c1	-20	1	-7	-1.6	-3	-0.9	9	20	7
COC(=O)/C=C/COc1ccccc1[N+](=O)[O-]	-4	-2	3	0.2	-2	-2.1	-2	5	3
CCOC(=O)Cn1c(=O)c2c(nc(Br)n2CC(=O)OCC)n(C)c1=O	-10	3	21	-2.2	0	-2.6	-8	3	-5
Cc1ccc(NC2=NC(=S)N(CC#N)C23CCCCC3)cc1	-10	-4	-14	-3.2	-2	-3.6	-4	7	0
O=C(Nn1cnnc1)c1ccc(OC(F)(F)C(F)C(F)(F)F)cc1 (centres undefined)	-12	5	-1	-2.5	-11	-3.8	-1	7	19
CCOc1ccc(C2CC(c3ccc(CC)cc3)n3nc(N)nc3N2)cc1 (centres undefined)	-11	10	-15	-2.8	3	-3.6	2	-6	2
Cc1ccc(-c2nc(CS(=O)CC(=O)NCCCc3ccccc3)c(C)o2)cc1 (centres undefined)	-7	-1	0	-2.0	1	-2.7	-1	-8	-10
Cc1ccc(C(O)(C(=O)NNc2ccc3ccccc3n2)c2ccc(C)cc2)cc1	3&2	5&5	-13&-19	-3.3&-5.2	-4&-4	-3.2&-1.2	-3&1	26&22	-9&-7
COc1ccc(NC(=O)CSc2nnc(Cc3ccc(C)cc3)c(=O)n2N)cc1	·	0	·	·	-3	·	3	-1	·
CC(=O)N1c2ccc(S(=O)(=O)NCCc3ccc(S(N)(=O)=O)cc3)cc2CC1C (centres undefined)	-7	1	0	1.4	-7	-1.1	-4	11	9
CC(C)C(NS(=O)(=O)c1ccccc1)C(=O)N1CCCCCC1 (centres undefined)	-11	2	-1	0.7	-5	0.1	-1	15	0
CCCNC(=O)NC(=O)c1cnccc1C(F)(F)F	12	6	9	-1.5	4	-1.7	5	1	-2
COc1cc(/C=N/N=C2/SCC(=O)N2c2ccc(O)cc2)ccc1O	-14	3	5	-2.9	-3	-2.1	4	-14	0
O=C1OCCC1Sc1nnc(-c2ccccc2)o1 (centres undefined)	-3	7	13	-1.2	3	-4.0	6	13	10
CCN(CC)Cc1cc(C(C)=O)ccc1O	2	2	0	-2.1	0	-0.2	-2	-9	14
COc1ccccc1C/C(N)=N/OC(=O)COc1cccc(C)c1	-2	2	-11	1.8	-10	-0.8	0	23	-2
COc1ccc(NC2=CC(=O)N(C)C2=O)cc1	0	4	27	-3.3	0	-1.5	4	12	-14
c1cncc(C(c2nnnn2C2CCCC2)N2CCCC2)c1 (centres undefined)	-6	2	8	-4.1	6	-3.1	3	15	-1
O=C(Nc1cc(C(F)(F)F)ccc1N1CCOCC1)c1ccc(F)cc1	2	3	-6	-1.9	-1	-2.0	1	-6	7
CCN1CCN(Cc2ccc(NC(=O)c3cc(NC(=O)N4CCNC4=O)cc(OC)c3)cc2C(F)(F)F)CC1	5	-3	7	·	-7&0	·	-1	-4&-8	·
COC(=O)c1c(NC(=S)NN2CCN(C)CC2)sc2c1CCC(C)C2 (centres undefined)	4	5	-31	-2.8	-9	-1.6	4	-13	-56
COc1ccc(Cc2nnc(-c3ccccc3)o2)cc1	-3	1	6	-1.7	3	-3.5	-5	-4	6
Cc1ccc(NC(=O)CCN2CCN(C/C=C/c3ccccc3)CC2)cc1C	-11	5	-31	-3.1	-5	-2.6	-9	-7	-42
COc1cccc(CN2CCCC(C(=O)Nc3ccc(-c4cscn4)cc3)C2)c1 (centres undefined)	-6	2	-18	1.6	-5	-1.4	·	-17	-26
O=C(c1cc(-c2ccco2)nc2ccccc12)N(Cc1nnc(-c2ccc(Cl)cc2)o1)C1CC1	·	-1	·	·	-1	·	2	10	·
CCCN(CCC)C(=O)Cc1coc2ccc3ccccc3c12	-5	-1	8	-2.2	-1	-2.9	0	-10	-4
CCOC(=O)C1CCCN(Cc2nc(CC3CC3)no2)C1 (centres undefined)	-20	3	-19	-3.1	-4	-3.5	1	-9	11
CCCN(Cc1cc2cc(C)ccc2[nH]c1=O)C(=O)c1cccc(OC)c1	1	7	-6	0.4	-5	-5.2	2	0	-7
Cc1sc2nc(SCC(=O)N(CCO)CCO)n(C3CCCCC3)c(=O)c2c1C	-6	4	6	-3.6	4	-2.3	-7	-21	1
CC1(C)Cc2cccc(OCC(=O)Nc3ccc(S(N)(=O)=O)cc3)c2O1	·	4	·	·	4	·	4	1	·
O=C(NCc1ccccc1)C(c1cccs1)N(Cc1cccs1)C(=O)c1cnccn1 (centres undefined)	-14	7	0	-2.4	-5	-0.6	2	-20	-1
CCOCCCN1CN(S(=O)(=O)c2ccc(Cl)cc2)c2nc3ccccc3nc21	4	4	-21	-4.0	-2	-3.2	2	-3	9
Cc1c(C(=O)NC(=S)Nc2ccccc2N2CCCC2)cccc1[N+](=O)[O-]	8	3	6	4.8	-2	-0.4	0	-52	-8
Nn1c(SCC(=O)Nc2ccccc2C(F)(F)F)nncc1=O	-6	2	0	-5.0	-3	-3.1	0	-6	0
O=C(c1cnccn1)N(Cc1cccs1)C1(C(=O)NC2CCCCC2)CCCCC1	-5	0	1	-1.7	-8	-0.9	-2	-13	1
CCNc1nc(NC(C)C)nc(N(C#N)C(C)C(=O)N(CC)CC)n1 (centres undefined)	-13	·	21	1.4	-6	-0.2	3	-1	3
Cc1cc(C)cc(OCC(=O)NNC(=O)c2cc3ccccc3oc2=O)c1	-24	2	1	-2.6	0	-5.0	·	13	0
O=C(CN1C(=O)S/C(=C\c2ccc(Cl)cc2)C1=O)NC1C=CS(=O)(=O)C1 (centres undefined)	-10	-6	15	0.2	2	0.5	-1	-16	-1
COc1cccc(C(=O)Nc2ccccc2C(=O)NCC2CCCO2)c1 (centres undefined)	-6	-1	-1	-2.4	-2	-2.2	1	-3	-2
COc1ccc(N(Cc2cc(=O)[nH]c3ccccc23)C(=O)CCl)cc1	0	-4	-6	-1.3	-10	3.7	2	-1	-4

Further structures:
molecule	p-CIP stab down	IDE act	UBC9 SUMO inh	VIM-2 inhibitor	GalR3 antag	IMP-1 inhibitor	IDE inh	CRFBP-R2 block	NS3 helicase inh
COc1ccc(Cl)cc1S(=O)(=O)NC(C)C(=O)NCc1ccccn1 (centres undefined)	-4	5	0	-3.0	-2	-0.6	-2	4	-7
COCCCNC(=O)c1cn(C)c(=O)c2c1c1ccccc1n2C	-4	1	13	0.3	-11	-0.5	-3	-7	-15
O=C(COC(=O)C1CCC(=O)N1)Nc1cccc([N+](=O)[O-])c1 (centres undefined)	·	-3	·	·	-4	·	4	5	·
O=C(Nc1cc2c3c(c1)CC(=O)N3CCC2)c1ccco1	·	1	·	·	-5	·	10	-8	·
CCC(CO)Oc1cc(NCc2ccc(F)cc2)c2ncn(C(C)C)c2c1 (centres undefined)	·	-3	·	·	-3	·	1	4	·
CCCCCn1c(CCNC(=O)c2cccs2)nc2ccccc21	-1	-1	-15	-0.4	-7	-0.3	-4	2	-2
CC(=O)Nc1ccc(NC(=O)C(C)Sc2nc3ccccc3c(=O)n2CC2CCCO2)cc1 (centres undefined)	·	-1	·	·	-2	·	-1	-11	·
CCNc1nc(NCC)nc(Oc2ccc(OCC)nn2)n1	-27	2	14	-2.1	-3	-3.1	0	1	-11
COc1ccc(C2CC(c3cccs3)=NN2C(=O)CCl)cc1OC (centres undefined)	-1	2	13	-1.1	-9	-2.0	4	-13	-4
CCC(=O)c1c[nH]c(C(=O)NCc2cccc(C(F)(F)F)c2)c1	4	-3	7	0.3	-7	-0.4	-5	13	-15
